Compound activity as filed in PubChem.
M4 PAM = human M4 muscarinic receptor positive allosteric modulators, primary screen, CHO-K1 cells, Fluo-8 calcium fluorescence | Muscarinic acetylcholine receptor M4 (Homo sapiens), P08173 | CHO-K1 hM4/Gqi5, ACh EC20; 0% = ACh EC20, 100% = maximal ACh | activation, % at 3 µM | hit rate 0.4% among 360,000;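 active = activation above its plate's cutoff, the mean activation of sample wells plus 3 SD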; note: some results filed as inactive read as strong as hits
CRFBP-R2 agonist = agonists of CRF-BP/CRF-R2 complex, primary screen, cell-based, HEK293, calcium dye fluorescence, uHTS | CRF-binding protein / CRF receptor 2 complex (human) | calcium dye fluorescence (FLIPR); percent of saturating CRF peptide response | activation, % at 13.2 µM | hit rate 0.46% among 350,000 | AID 588473, 2011;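 active = activation of at least 50%, plus an integration ratio under a set limit after plate pattern correction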;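 note: plate controls were neutral control wells without compound for no effect and CRF at EC100 for full effect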
M5 PAM = human M5 muscarinic receptor positive allosteric modulators, primary screen, CHO-K1 cells, Fluo-8 calcium fluorescence; CHO-K1 hM5, ACh EC20 PAM; 0% = ACh EC20, 100% = ACh EC100; hit rate 0.3% among 360,000; Muscarinic acetylcholine receptor M5 (Homo sapiens), P08912; activation, % at 3 µM; AID 624038, 2012;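 active = activation above the run cutoff, the mean activation of all test compounds plus 3 SD, cut at about 18% in these data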
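Probe or stimulus: acetylcholine, EC20 level; Assay system: human M5 receptor in CHO-K1 cells; Schedule: compound preincubation 140 s before EC20 acetylcholine addition; Technique: intracellular calcium via Fluo-8 fluorescence; Dosing: single-point, 3 µM nominal; Read-out basis: percent activation from peak-over-basal fluorescence ratio, scaled EC20-to-EC100 acetylcholine; Repeats: one well per compound, no replicates.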
CHRM4 antagonist = human M4 muscarinic receptor antagonists, primary screen, CHO cells, Fluo-8 calcium fluorescence. hit rate 0.73% among 360,000. Muscarinic acetylcholine receptor M4 (Homo sapiens), P08173. AID 624125, 2012. CHO-hM4 cells, ACh EC80. inhibition, % at 3 µM;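 active = inhibition above its plate's cutoff, the mean inhibition of sample wells plus 3 SD, cut at about 27% in these data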;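 note: 0% = acetylcholine EC80 with DMSO and 100% = DMSO without agonist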
CHRM5 antagonist = human M5 muscarinic receptor antagonists, primary screen, CHO cells, Fluo-8 calcium fluorescence; hit rate 0.59% among 360,000; Muscarinic acetylcholine receptor M5 (Homo sapiens), P08912; inhibition, % at 3 µM; AID 624040, 2012; CHO-hM5 cells, ACh EC80;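 active = inhibition above a per-plate cutoff, the mean of that plate's test compounds plus 3 SD, cut at about 27% in these data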;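 note: 0% = acetylcholine EC80 with DMSO and 100% = DMSO without agonist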
CRFR2-BP antag = antagonists of CRF-BP/CRF-R2 complex, primary screen, cell-based, HEK293, calcium dye fluorescence, uHTS | hit rate 0.59% among 350,000 | CRF-induced calcium fluorescence | AID 588475, 2011 | inhibition, % at 11.8 µM;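 active = inhibition of the ligand-induced calcium signal above about 50% at the single tested concentration, limit read from the data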
IDE cell inh = human IDE inhibitors in live cells, primary screen, fluorescence polarization, HEK cells, FAbetaB substrate. Insulin-degrading enzyme (Homo sapiens), P14735. FAbetaB cleavage. inhibition, % at 5.59 µM. hit rate 0.41% among 320,000. AID 434962, 2010;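 active = percent inhibition above the average of all tested compounds plus 3 SD, set per screening campaign, cut at about 16% in these data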;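 note: IDE supplied by intact live HEK cells; FP after avidin binding of uncleaved biotin substrate so inhibition keeps polarization high; 0% = DMSO wells and 100% = 60 µM reference IDE inhibitor Ii1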
Target sequence (P14735 whole entry, looked up): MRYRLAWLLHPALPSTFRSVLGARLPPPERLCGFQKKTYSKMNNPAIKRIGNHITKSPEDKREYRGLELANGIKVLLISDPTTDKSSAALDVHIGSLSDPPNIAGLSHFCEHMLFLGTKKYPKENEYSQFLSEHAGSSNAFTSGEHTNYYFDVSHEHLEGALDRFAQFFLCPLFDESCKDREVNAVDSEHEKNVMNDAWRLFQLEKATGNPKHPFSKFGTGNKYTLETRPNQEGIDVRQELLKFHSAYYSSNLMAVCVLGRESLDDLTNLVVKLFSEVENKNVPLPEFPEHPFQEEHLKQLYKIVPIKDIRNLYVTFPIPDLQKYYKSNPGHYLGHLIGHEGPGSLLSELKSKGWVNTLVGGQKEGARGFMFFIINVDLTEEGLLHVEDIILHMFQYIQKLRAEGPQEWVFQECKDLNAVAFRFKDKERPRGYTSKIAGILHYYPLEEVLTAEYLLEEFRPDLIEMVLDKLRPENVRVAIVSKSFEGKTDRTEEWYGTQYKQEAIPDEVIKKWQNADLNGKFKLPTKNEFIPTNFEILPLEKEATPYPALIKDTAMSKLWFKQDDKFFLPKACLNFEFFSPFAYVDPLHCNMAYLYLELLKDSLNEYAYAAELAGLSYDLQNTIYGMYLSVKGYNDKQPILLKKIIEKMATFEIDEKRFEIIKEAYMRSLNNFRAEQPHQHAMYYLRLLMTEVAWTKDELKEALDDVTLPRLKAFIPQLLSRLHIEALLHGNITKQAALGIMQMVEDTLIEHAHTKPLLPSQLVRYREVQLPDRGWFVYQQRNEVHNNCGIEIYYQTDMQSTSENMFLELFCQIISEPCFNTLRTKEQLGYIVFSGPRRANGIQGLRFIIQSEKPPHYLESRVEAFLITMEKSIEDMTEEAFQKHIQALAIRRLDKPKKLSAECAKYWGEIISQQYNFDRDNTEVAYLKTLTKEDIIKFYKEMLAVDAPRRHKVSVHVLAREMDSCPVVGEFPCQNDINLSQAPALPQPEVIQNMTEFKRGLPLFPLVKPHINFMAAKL
M5 ag = human M5 muscarinic receptor agonists, primary screen, CHO-K1 cells, Fluo-8 calcium fluorescence. AID 624037, 2012. CHO-K1 hM5 cells; 0% DMSO wells, 100% maximal acetylcholine response. hit rate 0.19% among 360,000. Muscarinic acetylcholine receptor M5 (Homo sapiens), P08912. activation, % at 3 µM;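 active = activation above the run's mean over test compounds plus 3 SD, cut at about 23% in these data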;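 note: signal is peak over basal fluorescence ratio across the kinetic read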
CHRM4 agonist = human M4 muscarinic receptor agonists, primary screen, CHO-K1 cells, Fluo-8 calcium fluorescence; Muscarinic acetylcholine receptor M4 (Homo sapiens), P08173; CHO-K1 hM4/Gqi5; vehicle 0%, full acetylcholine response 100%; activation, % at 3 µM; hit rate 0.14% among 360,000; AID 624127, 2012;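 active = activation above the run mean over all test wells plus 3 SD, cut at about 32% in these data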;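 note: peak over basal fluorescence ratio per well then scaled between controls; 0% = DMSO wells and 100% = acetylcholine at EC100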
Starred values were filed as active, the others as inactive; . = no result given; & = joins results of further samples. The order is random; overall some 2.9% were active at least once.

Every second line gives: M4 PAM, CRFBP-R2 agonist, M5 PAM, CHRM4 antagonist, CHRM5 antagonist, CRFR2-BP antag, IDE cell inh, M5 ag, CHRM4 agonist
- O=C(COc1ccc(N2C(=O)c3ccccc3C2=O)cc1)c1ccccc1
→ 0, -0.8, -3, 2, 0, 10, 2, 0, 1
- O=C(COC(=O)CNC(=O)c1ccccc1)Nc1ccc(Cl)cc1C(F)(F)F
→ 2, 2.1, -1, 0, 1, -3, 2, 0, 0
- CN1CCN(C(=O)C2(NC(=O)Nc3ccccc3Cl)CCCCC2)CC1
→ 9, -0.8, 3, -2, -2, 3, 5, 0, -1
- Cc1csc(NC(=O)c2ccc(S(=O)(=O)N3CCCC3)cc2)n1
→ 8, -2.3, 6, -2, -10, 4, -6, 0, 11
- Cc1ccc(NC(=O)c2ccc(CN3CC(=O)N4CCCCC4C3=O)cc2)c(C)c1 (stereo not given)
→ 2, -4.0, -8, -8, 2, 21, 6, 2, 3
- CSc1ccc(Cl)c(C(=O)OCC(=O)NCC(C)C)c1
→ 13, -0.5, 9, 3, -11, 6, -3, 5, -1
- CCc1ccc(-n2ccc(=O)c(C(=O)O)n2)cc1
→ 2, -0.2, -1, 9, 11, 3, 5, 0, 0
- CCCc1cc(=O)oc2cc(OC(=O)CN3C(=O)NC4(CCCC4)C3=O)ccc12
→ -3, 2.9, 1, -6, 0, 20, -7, 3, 1
- c1ccn2cc(CSc3nnc4ccccn34)nc2c1
→ 8, -0.4, 2, -9, -5, 3, 2, 5, 0
- CCOC(=O)C1CCN(C2CCN(C(=O)c3oc4c(C)c(C)ccc4c3C)CC2)CC1
→ -3, 6.0, 2, 2, -5, -1, 2, -4, 2
- CC(C)C[C@@H](CNCC(=O)[C@H](CC(C)C)NC(=O)c1[nH]cnc1C(=O)N[C@H](CN)CC(C)C)NC(=O)c1nc[nH]c1C(=O)N[C@@H](CC(=O)O)C(=O)O
→ 6, -4.4, 0, -7, 3, 4, ., 0, 0
- CCCCCn1c(CCCNC(=O)CC)nc2ccccc21
→ 3, -1.7, 0, -3, 1, -54, 1, -1, 1
- COc1ccc(N=C2C(=O)N3CCCc4cccc2c43)cc1
→ 5, -1.3, 3, -5, -13, 1, 8, 1, 1
- N#Cc1cc(-c2ccccc2)oc1NC(=O)c1ccco1
→ 6, -0.3, -4, 2, 4, 7, -1, -1, 0
- Cn1c(N)c(C(=O)COC(=O)c2ccc3ccccc3c2)c(=O)n(C)c1=O
→ -1, 3.0, -3, -8, 17, -31, 3, 0, 2
- FC(F)(F)c1ccc(Oc2ccccc2Cl)nc1
→ 3, -0.5, 2, -5, -8, -16, 4, 3, 1
- Cc1ccc(-n2cc(CNCCc3cscn3)c(-c3ccc(F)cc3)n2)cc1
→ -5, 2.9, -2, 4, 0, -24, 3, -7, 3
- O=C(COC(=O)c1cc(S(=O)(=O)N2CCOCC2)ccc1F)NC1CCCCC1
→ 0, -0.4, -7, 10, 6, -5, 3, -1, 1
- O=C(CN(c1ccc(Cl)cc1)S(=O)(=O)c1ccc(Cl)c([N+](=O)[O-])c1)NCCc1ccccc1
→ -5, 0.7, -4, 7, 10, 1, -1, -1, 2
- CSc1nc2ccc(NC(=O)c3nn(C(C)C)c(=O)c4ccccc34)cc2s1
→ -5, 1.1, 2, 12, 2, -23, 3, 0, 0
- CC(N=C(NC#N)Nc1ccncc1)C(C)(C)C (stereo not given)
→ 2&3, 4.1&-0.8, -4&2, -3&-1, -4&-1, 9&13, 6&1, 1&1, 3&1
- Cc1cc(C)n(C(=O)/C(C#N)=N\Nc2ccccc2[N+](=O)[O-])n1
→ 5, 5.5, 3, -15, 3, -16, 1, -3, 1
- Cc1ccc(S(=O)(=O)N(Cc2cc3cc4c(cc3[nH]c2=O)OCCO4)CC2CCCO2)cc1 (stereo not given)
→ -4, -3.6, 3, 5, 0, 0, -1, -1, 0
- Cc1cccc(NC(=O)C2CCN(S(=O)(=O)c3c(C)[nH]c(=O)[nH]c3=O)CC2)c1
→ 10, -2.2, 1, -7, -1, 15, -3, -3, 1
- O=C(Nc1ccc(Cl)cn1)c1cccc(S(=O)(=O)N2CCOCC2)c1
→ 20, 4.0, 0, -3, -2, -11, -5, -1, 1
- NC(=O)c1cc(C(=O)c2cccc(Cl)c2Cl)c[nH]1
→ 0, -0.2, 2, -1, -5, -2, 2, 0, 4
- O=C(CSc1nncn1-c1ccccc1)Nc1cc(Cl)cc(Cl)c1
→ 7, -0.7, -9, 6, 18, -2, -2, 0, 0
- CCn1c(=O)n(CC)c2cc(S(=O)(=O)NCCOc3ccccc3)c(C)cc21
→ -4, 1.4, -2, 6, -1, -10, -1, 1, 4
- Cc1c(N2C(=O)SC(CC(=O)O)C2=O)c(=O)n(-c2ccccc2)n1C (stereo not given)
→ 6, 1.7, 20*, -2, -2, 7, 8, -3, 1
- CC(C)c1nc2oc3c(=O)[nH]cnc3c2c2c1COC(C)(C)C2
→ 1, 0.7, 2, 2, 5, 7, 2, 2, 1
- CCc1ccccc1N(CC(=O)N1CCc2ccccc2C1)S(C)(=O)=O
→ 2, -2.4, 2, 4, 0, 15, 2, -5, 2
- CCNC(=O)COC(=O)c1cc(-c2ccc(OC)cc2)nc2ccccc12
→ -11, -1.4, -20, 0, 8, -27, -4, -1, 7
- Cc1[nH]c2ccccc2c1C(=O)CSc1ccccc1
→ 4, -1.7, -8, -2, -3, -4, 2, -2, 3
- O=[N+]([O-])c1cccc(/C=N/Nc2cc(Cl)nc(-c3ccccc3)n2)c1
→ 4, 1.5, 1, -2, -5, 12, 0, -1, 1
- CCOC(=O)c1cc2c(nc1NC(=S)NCc1ccccc1)CCCC2
→ 4, -0.2, 9, -3, -13, 10, -1, 1, 1
- O=C(Nc1cc(Cl)ccc1Cl)N1CCCC1
→ -2, -2.7, -8, -6, -3, 1, -1, 0, 0
- CSC1=NC=C(C#N)C2=NC(c3ccc(Cl)cc3)NN12 (stereo not given)
→ 5, ., 1, 3, 3, ., ., 2, 1
- CCCS(=O)(=O)c1cn2cccc(N)c2c1S(=O)(=O)CCC
→ 4, 19, 7, 1, -6, -15, 3, 3, 1
- O=C(Cn1nnc(-c2ccc(S(=O)(=O)N3CCCC3)cc2)n1)NCC1CCCO1 (stereo not given)
→ -4, 9.8, -2, 3, 1, 8, -4, 4, 1
- Cc1ccc(NC(=O)/C(Cl)=C/c2ccccc2)cc1C
→ -1, -0.5, -1, 5, -4, -34, 10, -3, -1
- Nc1ccc(CNC(=O)OCC2c3ccccc3-c3ccccc32)cc1
→ -1, 0.0, 0, 1, 10, -1, -1, -4, 2
- CC(=O)c1ccc(OCCCC(=O)Nc2cccc(-c3nn[nH]n3)c2)cc1
→ -1, 1.2, 10, -13, 10, -3, -3, 0, 1
- Nn1c(SCC(=O)NC2CCCC2)nnc1C(F)(F)F
→ 0, 1.1, -1, -2, 15, -12, ., 2, 0
- COC(=O)c1ccc(N2C(=O)CC(NCc3ccccc3)C2=O)cc1 (stereo not given)
→ -2, -0.2, 10, -8, -6, 7, -3, 1, 0
- c1ccc(Oc2ccc(-c3ccnc4ncnn34)cc2)cc1
→ 9, -1.9, -4, -6, 2, 10, 2, -5, 2
- O=C(O)CC(CC(=O)NCC(O)c1ccccc1)c1ccccc1 (stereo not given)
→ 4, 1.5, -2, -1, 11, -6, 3, -2, 1
- COc1ccccc1CNC(=O)COc1ccccc1C
→ -9, -0.7, -4, 13, 10, -12, ., -4, 0
- O=C(N/N=C/c1ccncc1)c1ccncc1
→ 6, -0.3, 3, -4, -5, 2, ., 5, 1
- Cc1ccc(S(=O)(=O)N(CC#N)CC#N)cc1
→ 3, -5.1, -6, -1, 5, 16, 1, -3, 1
- Cc1cc(C)n2cc(CSc3nnnn3-c3ccccc3C)nc2n1
→ 2, 0.8, -9, 4, -3, 4, -1, -6, 1
- CCn1c(SCC(=O)Nc2ccc(N3CCOCC3)cc2)nnc1C1CC1
→ 1, 0.4, 3, 5, 16, 0, 2, 1, 0
- CC(C(=O)c1ccc(-c2ccccc2)cc1)[n+]1cccc(Br)c1 (stereo not given)
→ -9, -1.0, -2, 7, 6, -2, 24*, -4, 12
